Screening results: PubChem, NCI
NCI-60 one-dose screen, 48 h, at 10 µM unless noted. Numbers give growth in % (100 = growth as untreated, 0 = no growth, -100 = all killed).
NCI-H226 = NCI-H226 lung cancer; hit rate 3.5% among 79,000; AID 1794732
HCT-116 = HCT-116 colon cancer; hit rate 7.3% among 82,000; AID 1794798
HT29 = HT29 colon cancer | hit rate 7.4% among 81,000
NCI-H522 = NCI-H522 lung cancer; hit rate 8% among 78,000
NCI/ADR-RES = NCI/ADR-RES ovarian cells; hit rate 4.4% among 81,000; AID 1794790
HCT-15 = HCT-15 colon cancer; hit rate 5.2% among 82,000
NCI-H460 = NCI-H460 lung cancer; hit rate 6.8% among 82,000; AID 1794736
NCI-H322M = NCI-H322M lung cancer; hit rate 2.7% among 80,000
COLO 205 = COLO 205 colon cancer; hit rate 7.3% among 79,000; AID 1794742
Numbers without * were called inactive; / = not tested or not shown; [ ] = dose if it differs, or a comment. The calls were made as follows: active = growth percent below 10; inactive = the rest.

SMILES | NCI-H226 | HCT-116 | HT29 | NCI-H522 | NCI/ADR-RES | HCT-15 | NCI-H460 | NCI-H322M | COLO 205
CC(=O)SCC(C)C1CCC(C)C(SC(C)=O)C1 (stereo not drawn) | 119.0 | 99.8 | 111.6 | 89.0 | 106.5 | 118.1 | 103.5 | 87.7 | 112.1
Fc1cccc(-c2cnn3cc(-c4ccccc4)cnc23)c1 | 87.3 | 71.2 | 74.7 | 72.7 | 83.7 | 68.4 | 80.3 | 97.8 | 98.2
CCN(CC)CCSc1nc2ccccc2[nH]1 | 113.3 | 98.1 | 109.1 | 97.5 | 99.6 | 95.9 | 109.9 | 110.3 | 107.3
CCCC(=O)Nc1ccccc1C(=O)O | 101.4 | 103.1 | 96.6 | 90.7 | 96.3 | 95.4 | / | 107.1 | 97.0
Oc1ccc2oc3ccccc3c2c1 | 95.1 | 102.6 | 97.2 | 89.0 | 115.0 | 99.0 | 106.4 | 107.6 | 113.7
CCCOc1nc(-c2ccco2)cc(-c2ccc(Cl)cc2Cl)n1 | 87.7 | 91.2 | 102.4 | 98.1 | 94.9 | 129.6 | 99.2 | / | 106.0
CO/C=C/CC/C(C)=C/CC/C(C)=C/CCc1ccoc1 | 101.2 | 102.6 | 110.7 | / | 102.2 | 100.7 | 102.7 | 134.0 | 112.0
CC(C)(O)c1ccccc1-c1ccccc1 | 99.9 | 111.5 | 105.7 | 108.3 | 104.1 | 105.2 | 112.0 | 115.4 | 126.3
Brc1ccc(-c2csc(N/N=C/c3cccs3)n2)cc1 | 82.2 | 67.6 | 108.2 | 94.3 | 112.5 | 97.7 | 22.4 | 25.6 | 114.8
CC(C)c1ccc(S(=O)(=O)NC(=O)NC2CCCC2)cc1 | / | 97.5 | 107.7 | 97.2 | 105.4 | 97.3 | 104.0 | 98.0 | 108.4
O=C(O)CCNC(=O)c1nc(-c2ccccc2)n(-c2ccc(F)cc2)n1 | 100.5 | 89.7 | 107.0 | 95.6 | 107.2 | 102.2 | 110.7 | 99.6 | 121.5
CC(=O)NC(C)(C)C#N | 96.2 | 93.0 | 102.8 | / | 91.0 | 101.7 | 105.5 | 102.3 | 122.5
CCOC(=O)/C=C/c1sc(-c2ccccc2)cc1N | 85.0 | 91.7 | 103.1 | 80.9 | 89.2 | 91.0 | 100.0 | 102.4 | 109.4
O=C1CNC(=O)N1CN1CCOCC1 | 89.9 | 110.9 | 108.2 | 118.8 | 113.7 | 103.7 | 107.7 | 89.1 | 112.5
O=c1oc2ccc(Cl)cc2cc1-c1cs/c(=N/N=C\c2ccc(Cl)cc2)n1/N=C/c1ccc(Cl)cc1 | 102.2 | 91.9 | 91.8 | 75.2 | 106.1 | 105.3 | 105.0 | 97.9 | 109.0
C=CCOc1ccc(Cl)cc1Cl | 104.2 | 104.3 | 111.9 | 107.6 | 108.5 | 104.4 | 110.4 | 113.1 | 109.4
N#CSCC1CC(O)(c2ccccc2)CC(c2ccc(Cl)cc2)O1 (stereo not drawn) | 89.3 | 10.1 | 3.6* | 4.6* | 47.2 | 58.8 | 37.2 | 52.4 | 59.2
CCc1ccc2nc(NC(=O)Cc3ccc(NC(C)=O)cc3)sc2c1 | 99.6 | 95.1 | 99.0 | 96.9 | 100.5 | 92.7 | 105.9 | 103.4 | 116.9
COc1ccc(-c2cc(NC(=O)Nc3cccc(Cl)c3)no2)cc1 | 97.6 | 104.5 | 99.7 | 82.5 | 104.1 | 103.0 | 101.9 | 112.7 | 116.1
COc1ccc(-n2nc(C)c3c2N(C)C2(C)C[C@@H]4C3(C)[C@@H]3CC4(C2)N(C)c2c(c(C)nn2-c2ccc(OC)cc2)[C@H]3C)cc1 (stereo partly drawn) | 90.8 | 49.9 | 53.2 | 71.1 | 87.7 | 57.5 | 59.0 | 98.5 | 70.2
CC(=O)Nc1cc(C(C)C)c(I)cc1C | 98.0 | 93.4 | 106.2 | 86.1 | 95.2 | 93.2 | 110.9 | 90.9 | 109.9
CCCCNCC(=O)Nc1ccc(C)c(Cl)c1 | 97.4 | 80.6 | 86.3 | 68.8 | 99.5 | 101.3 | 106.8 | 96.7 | /
O=C(O)c1ccc(OCCOc2ccccc2)cc1 | 117.8 | 100.8 | 99.2 | 107.2 | 104.6 | 106.5 | 104.4 | 124.4 | 126.9
O=C(CC1c2ccccc2NC(=O)N1Cc1ccccc1)c1ccccn1 (stereo not drawn) | 92.1 | 116.1 | 102.3 | 92.0 | 89.9 | 103.7 | 105.7 | 95.0 | 110.6
CCCc1cc(=O)n2c(C(=O)Nc3cccc(Cl)c3)c(C(=O)Nc3ccc(F)cc3)sc2n1 | 102.1[30 µM] | 46.8[30 µM] | 114.5[30 µM] | 85.1[30 µM] | 95.4[30 µM] | 100.8[30 µM] | 106.3[30 µM] | 111.4[30 µM] | 119.1[30 µM]

(listing goes on)
SMILES | NCI-H226 | HCT-116 | HT29 | NCI-H522 | NCI/ADR-RES | HCT-15 | NCI-H460 | NCI-H322M | COLO 205
C[C@]12CC[C@@H]3c4ccc(O)cc4CC[C@H]3[C@@H]1CC[C@@H]2NS(=O)(=O)c1cccc(F)c1 | 68.5 | 44.8 | 53.2 | 31.3 | 54.1 | 55.4 | 65.4 | 98.1 | 68.0
COc1ccc(COc2cc3oc(=O)c4cc(C(C)O)ccc4c3cc2OC)cc1 (stereo not drawn) | 55.4 | 49.0 | 30.1 | 35.1 | 56.1 | 36.6 | 58.4 | 83.8 | 49.3
CCOC(=O)C(C)(C(=O)OCC)c1cccc2ccccc12 | 97.5 | 91.4 | 103.1 | 90.3 | 100.5 | 102.4 | 105.7 | 103.9 | 109.2
CC(=O)Nc1c(Cl)cccc1[N+](=O)[O-] | 100.6 | 105.9 | 100.0 | 92.1 | 114.4 | 97.7 | 102.0 | 108.1 | 104.6
CC(=O)Nc1c(C)n(C)n(-c2ccccc2)c1=O | 112.6 | 107.7 | / | 107.1 | 110.6 | 103.6 | 109.1 | 115.5 | 113.5
O=C1CCC(NNC(=O)c2ccccc2)N1 (stereo not drawn) | 111.3 | 92.2 | 100.8 | 93.3 | 102.8 | 103.6 | 116.9 | 104.6 | 121.0
CC(C)=CCCC(C)O (stereo not drawn) | 106.4 | 105.0 | 102.6 | 95.3 | 103.6 | 103.3 | 105.8 | 102.6 | 125.0
Cc1ccc(/C=C(\C#N)n2nc3cccc(F)c3n2)cc1 | 92.9 | 70.7 | 114.3 | 74.9 | 86.0 | 82.6 | 96.3 | 88.7 | 121.8
O=C(Nc1nc(Cl)nc(Nc2ccc(N3CCOCC3=O)cc2)n1)c1ccc(Cl)s1 | 86.4 | 84.3 | 94.3 | 81.1 | 99.0 | 94.2 | 99.9 | 97.8 | 97.3
Nc1ccc(-c2ccc(Br)cc2)cc1 | / | 102.9 | 103.1 | 95.6 | 102.3 | 98.5 | 102.9 | / | 109.2
O=S(=O)(CS(=O)(=O)c1ccccc1)c1ccccc1 | 100.6 | 106.1 | 112.7 | / | 108.9 | 102.5 | 106.2 | 85.1 | 100.7
Nc1ccc(/C=C\C(=O)c2ccccc2)cc1 | 97.1 | 99.3 | 123.0 | 120.5 | 114.2 | 108.4 | 101.9 | 126.7 | 99.2
COC(=O)/C=C1/S/C(=N\N=C\c2ccc(OCC(F)(F)F)cc2)N(c2ccccc2)C1=O | 99.9 | 71.2 | 100.8 | 87.8 | 75.4 | 82.7 | 85.8 | 101.0 | 101.3
Clc1ccc(C2=NNC(c3sc(Cl)nc3Cl)C2)cc1 (stereo not drawn) | 92.1 | 94.3 | 108.5 | 91.9 | 99.6 | 98.3 | 110.9 | 83.6 | 108.4
O=C1CSC(c2ccc3c(c2)OCO3)N1Cc1ccc2c(c1)OCO2 (stereo not drawn) | 100.7 | 99.6 | 83.5 | 87.1 | 84.6 | 89.6 | 111.7 | 84.0 | 99.8
CCn1cc(CNc2ccc(C(=O)Nc3cc4cc(OC)c(OC)cc4c(C)n3)cc2)cn1 | 48.7 | 46.8 | 56.6 | 9.7* | 35.5 | 26.3 | 86.7 | 102.6 | 42.1
C#CCOc1cccc(Nc2ncnc3ccc(NC(=O)C=C)cc23)c1 | 61.8 | 32.8 | 30.7 | 15.9 | 36.1 | 42.9 | 81.2 | 2.0* | 68.4
CC(=O)Nc1ccc(S(=O)(=O)Nc2onc(C)c2C)cc1 | 116.3 | 106.0 | 106.4 | 115.1 | 104.2 | 104.5 | 104.3 | 107.0 | 118.3
O=c1[nH]c(=O)n([C@H]2CC=C(CO)O2)cc1F | 90.2 | 44.1 | 44.2 | 70.0 | 68.1 | 48.4 | 20.5 | 69.3 | 46.0
Cc1cc2nc(-c3ccc4c(c3)OCO4)n3c(=O)cc(C)n3c2cc1C | 81.2 | 117.1 | 117.1 | 100.4 | 98.5 | 87.3 | 100.8 | 103.1 | 106.1
Cc1cc(C)nc(NS(=O)(=O)c2ccc(Nc3nc4nc(=S)[nH]c(-c5ccc(O)cc5)c4c(=O)[nH]3)cc2)n1 | 99.4 | 99.0 | 114.1 | / | 101.8 | 103.0 | 104.8 | 90.7 | 105.8
CCCCC1(CC)COC(c2ccccc2)OC1 (stereo not drawn) | 109.2 | 107.3 | 105.5 | 87.9 | 112.0 | 106.9 | 110.9 | 120.8 | 114.2
CN(C)Cc1ccccc1 | 101.5 | 102.3 | 156.3 | / | 109.2 | 104.4 | 113.4 | 114.1 | 99.2
COC1CCC(CNC(=O)NC2NC3CCCCC3N2)CC1OC (stereo not drawn) | 84.8 | 88.7 | 106.8 | 90.1 | 101.3 | 97.0 | 95.5 | 103.4 | 110.6
c1ccc(COc2cccc(-c3nc4sccn4c3-c3ccncn3)c2)cc1 | / | 64.2 | 57.8 | 72.1 | 84.0 | 74.3 | 93.8 | 83.4 | 80.9

(listing goes on)
SMILES | NCI-H226 | HCT-116 | HT29 | NCI-H522 | NCI/ADR-RES | HCT-15 | NCI-H460 | NCI-H322M | COLO 205
CN1CCN(Cc2ccc(NC(=O)c3cncc(C#Cc4ncc5ncccn45)c3)cc2C(F)(F)F)CC1 | 63.6 | 75.8 | 73.4 | 80.0 | 96.8 | 106.7 | 96.1 | 91.3 | 65.7
COc1ncnc2c1ncn2C/C(Br)=C(\Br)CCl | / | -82.3* | -56.8* | -72.1* | -40.4* | 31.6 | -40.7* | 78.9 | -82.6*
O=C(NO)c1ccc(Nc2c(C3CCCCC3)nc3ccccn23)cc1 | 89.9 | 79.8 | 92.6 | 70.1 | 91.6 | 92.4 | 86.9 | 88.9 | /
O=C(NCc1cn(Cc2cccc(Oc3ccccc3)c2)nn1)c1cccnc1Nc1ccc(F)cc1 | 88.5 | 32.8 | 38.3 | 31.3 | 31.7 | 31.3 | 34.4 | 77.4 | 70.7
CC(=O)O[C@H]1CC[C@]2(C)[C@H]3C(=O)C=C4[C@@H]5C[C@](C)(C(=O)N6CCCNCC6)CC[C@]5(C)CC[C@@]4(C)[C@]3(C)CC[C@H]2C1(C)C | 76.6 | -95.3* | -63.5* | 30.0 | -41.6* | -96.5* | -83.8* | 19.8 | -87.7*
CCOC(=O)CSC1=NC(c2cccc([N+](=O)[O-])c2)c2sc3ccc(Cl)cc3c2N1 (stereo not drawn) | 91.7 | 96.1 | 115.9 | 95.6 | 100.9 | 102.2 | 99.3 | 92.3 | 103.4
CCCCCN(CCCCC)CCC[C@@H](C)[C@H]1CC[C@H]2[C@@H]3[C@H](OCCCN)C[C@@H]4C[C@H](OCCCN)CC[C@]4(C)[C@H]3C[C@H](OCCCN)[C@]12C | 75.2 | 22.7 | 24.5 | 28.8 | 76.0 | 72.3 | 45.2 | 24.6 | 52.1
CCCCNC(=O)OC(C)C | 96.9 | 110.3 | 116.0 | / | 107.9 | 106.9 | 101.9 | 106.0 | 115.5
CC(=O)Oc1ccccc1C(=O)Nc1ccc(C(=O)/C=C/c2ccco2)cc1 | 100.7 | 114.1 | 105.6 | 91.9 | 106.8 | 87.9 | 108.8 | 101.1 | 112.2
CCOC(=O)OC(C#N)c1ccccc1 (stereo not drawn) | 107.8 | 103.0 | 96.5 | 89.8 | 108.4 | 105.6 | 109.2 | 114.6 | 116.3

Molecules shown so far that contain fluorine:
SMILES | NCI-H226 | HCT-116 | HT29 | NCI-H522 | NCI/ADR-RES | HCT-15 | NCI-H460 | NCI-H322M | COLO 205
Fc1cccc(-c2cnn3cc(-c4ccccc4)cnc23)c1 | 87.3 | 71.2 | 74.7 | 72.7 | 83.7 | 68.4 | 80.3 | 97.8 | 98.2
O=C(O)CCNC(=O)c1nc(-c2ccccc2)n(-c2ccc(F)cc2)n1 | 100.5 | 89.7 | 107.0 | 95.6 | 107.2 | 102.2 | 110.7 | 99.6 | 121.5
CCCc1cc(=O)n2c(C(=O)Nc3cccc(Cl)c3)c(C(=O)Nc3ccc(F)cc3)sc2n1 | 102.1[30 µM] | 46.8[30 µM] | 114.5[30 µM] | 85.1[30 µM] | 95.4[30 µM] | 100.8[30 µM] | 106.3[30 µM] | 111.4[30 µM] | 119.1[30 µM]
C[C@]12CC[C@@H]3c4ccc(O)cc4CC[C@H]3[C@@H]1CC[C@@H]2NS(=O)(=O)c1cccc(F)c1 | 68.5 | 44.8 | 53.2 | 31.3 | 54.1 | 55.4 | 65.4 | 98.1 | 68.0
Cc1ccc(/C=C(\C#N)n2nc3cccc(F)c3n2)cc1 | 92.9 | 70.7 | 114.3 | 74.9 | 86.0 | 82.6 | 96.3 | 88.7 | 121.8
COC(=O)/C=C1/S/C(=N\N=C\c2ccc(OCC(F)(F)F)cc2)N(c2ccccc2)C1=O | 99.9 | 71.2 | 100.8 | 87.8 | 75.4 | 82.7 | 85.8 | 101.0 | 101.3
O=c1[nH]c(=O)n([C@H]2CC=C(CO)O2)cc1F | 90.2 | 44.1 | 44.2 | 70.0 | 68.1 | 48.4 | 20.5 | 69.3 | 46.0
CN1CCN(Cc2ccc(NC(=O)c3cncc(C#Cc4ncc5ncccn45)c3)cc2C(F)(F)F)CC1 | 63.6 | 75.8 | 73.4 | 80.0 | 96.8 | 106.7 | 96.1 | 91.3 | 65.7
O=C(NCc1cn(Cc2cccc(Oc3ccccc3)c2)nn1)c1cccnc1Nc1ccc(F)cc1 | 88.5 | 32.8 | 38.3 | 31.3 | 31.7 | 31.3 | 34.4 | 77.4 | 70.7
